# CHO-K1 Ca PAM – counter-screen for M1 PAMs: effect in parental CHO-K1 cells | activation, % at 3 µM | ATP EC20, Fluo-8 calcium fluorescence; 0% at ATP EC20, 100% at ATP max | AID 602247 | 360,000 tested, 0.02% active;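 active = activation above the run cutoff, the mean activation of all test compounds plus 3 SD, cut at about 40% in these data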;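 note: peak over basal fluorescence ratio in a 140 s read after ATP addition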
# CHRM5 antagonist – antagonists of human muscarinic M5 receptor (CHRM5). P08912. CHO-hM5 cells, Fluo-8 calcium fluorescence, ACh EC80. inhibition, % at 3 µM. 360,000 tested, 0.59% active. AID 624040;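 active = inhibition above a per-plate cutoff, the mean of that plate's test compounds plus 3 SD, cut at about 27% in these data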;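 note: 0% = acetylcholine EC80 with DMSO and 100% = DMSO without agonist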
# Target sequence (P08912 whole entry, looked up): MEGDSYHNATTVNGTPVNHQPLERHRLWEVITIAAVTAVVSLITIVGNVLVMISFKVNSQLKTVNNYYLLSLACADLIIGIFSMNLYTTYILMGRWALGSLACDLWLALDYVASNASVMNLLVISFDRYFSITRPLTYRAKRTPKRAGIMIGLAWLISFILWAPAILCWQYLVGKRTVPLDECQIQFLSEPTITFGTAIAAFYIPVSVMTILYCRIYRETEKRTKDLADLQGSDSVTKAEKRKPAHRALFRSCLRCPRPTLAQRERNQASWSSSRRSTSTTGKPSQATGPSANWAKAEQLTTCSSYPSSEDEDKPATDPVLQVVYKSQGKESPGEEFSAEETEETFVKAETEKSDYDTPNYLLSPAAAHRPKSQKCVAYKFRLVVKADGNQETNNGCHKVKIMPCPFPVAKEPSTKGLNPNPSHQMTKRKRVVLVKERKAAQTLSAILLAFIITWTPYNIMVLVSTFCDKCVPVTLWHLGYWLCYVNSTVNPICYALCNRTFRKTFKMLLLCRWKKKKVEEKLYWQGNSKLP
# CHRM5 agonist – agonists of human muscarinic M5 receptor (CHRM5). P08912. CHO-K1 hM5 cells, Fluo-8 calcium fluorescence; 0% DMSO wells, 100% maximal acetylcholine response. activation, % at 3 µM. 360,000 tested, 0.19% active;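 active = activation above the run's mean over test compounds plus 3 SD, cut at about 23% in these data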;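 note: signal is peak over basal fluorescence ratio across the kinetic read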
# CHRM4 PAM – potentiates acetylcholine response at human M4 receptor | CHO-K1 hM4/Gqi5, Fluo-8 calcium fluorescence, ACh EC20; 0% = ACh EC20, 100% = maximal ACh | 360,000 tested, 0.4% active | activation, % at 3 µM | P08173;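 active = activation above its plate's cutoff, the mean activation of sample wells plus 3 SD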; note: some results filed as inactive read as strong as hits
# Target sequence (P08173 whole entry, looked up): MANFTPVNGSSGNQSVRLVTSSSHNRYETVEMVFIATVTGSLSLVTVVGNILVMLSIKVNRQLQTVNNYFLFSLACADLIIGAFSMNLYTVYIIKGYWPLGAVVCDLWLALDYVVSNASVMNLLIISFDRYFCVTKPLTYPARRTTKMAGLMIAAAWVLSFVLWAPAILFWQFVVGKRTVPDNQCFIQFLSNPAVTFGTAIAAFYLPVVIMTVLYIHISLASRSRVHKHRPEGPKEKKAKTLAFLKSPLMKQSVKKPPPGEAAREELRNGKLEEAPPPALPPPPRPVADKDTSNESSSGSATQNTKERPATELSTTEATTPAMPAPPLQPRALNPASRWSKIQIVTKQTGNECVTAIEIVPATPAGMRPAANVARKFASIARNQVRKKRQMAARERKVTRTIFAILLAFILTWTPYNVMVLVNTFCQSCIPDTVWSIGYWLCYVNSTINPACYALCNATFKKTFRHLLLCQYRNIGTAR
# M5 PAM – potentiates acetylcholine response at human M5 receptor; 360,000 tested, 0.3% active; P08912; CHO-K1 hM5, Fluo-8 calcium, ACh EC20 PAM; 0% = ACh EC20, 100% = ACh EC100; activation, % at 3 µM;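 active = activation above the run cutoff, the mean activation of all test compounds plus 3 SD, cut at about 18% in these data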
#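 System – CHO-K1 hM5 cells · Compound – 3 µM, single dose · Incubation – compound preincubation 140 s before EC20 acetylcholine addition · Technique – Fluo-8 calcium fluorescence · Measure – Max/basal fluorescence ratio as % of EC20–EC100 ACh window · Benchmarks – low control EC20 acetylcholine (0%), high control EC100 acetylcholine (100%) · Replication – singlicate, one well per test compound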
# M1 ag parental – counter-screen for M1 agonists: effect in parental CHO-K1 cells; activation, % at 3 µM; Fluo-8 calcium fluorescence; scaled to maximal ATP response, vehicle zero; 360,000 tested, 0.48% active; AID 602248; in the data active = activation above about 15%;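 note: untransfected CHO-K1 host cells lacking M1 receptor as counterscreen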
# CHO-K1 Ca antag – nonselective inhibitor or artifact in parental CHO-K1 cells; ATP-induced calcium, Fluo-8 fluorescence; inhibition, % at 3 µM; 360,000 tested, 0.6% active;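 active = inhibition above a per-plate cutoff, the plate's mean sample inhibition plus 3 SD, cut at about 24% in these data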;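 note: 0% = DMSO plus EC80 ATP and 100% = DMSO alone without ATP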
# CHRM4 antagonist – antagonists of human muscarinic M4 receptor (CHRM4); inhibition, % at 3 µM; 360,000 tested, 0.73% active; CHO-hM4 cells, ACh EC80, Fluo-8 calcium fluorescence; AID 624125; P08173;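 active = inhibition above its plate's cutoff, the mean inhibition of sample wells plus 3 SD, cut at about 27% in these data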;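 note: 0% = acetylcholine EC80 with DMSO and 100% = DMSO without agonist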
# M4 ag – CHRM4 agonism in calcium assay; P08173; activation, % at 3 µM; CHO-K1 hM4/Gqi5, Fluo-8 calcium fluorescence; vehicle 0%, full acetylcholine response 100%; 360,000 tested, 0.14% active;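 active = activation above the run mean over all test wells plus 3 SD, cut at about 32% in these data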;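 note: peak over basal fluorescence ratio per well then scaled between controls; 0% = DMSO wells and 100% = acetylcholine at EC100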
# * hit, by the source's call; . = not tested or not shown.
Structure	CHO-K1 Ca PAM	CHRM5 antagonist	CHRM5 agonist	CHRM4 PAM	M5 PAM	M1 ag parental	CHO-K1 Ca antag	CHRM4 antagonist	M4 ag
CC1CCN(c2oc(-c3ccccc3Cl)nc2C#N)CC1	10.5	3.9	-7.0	4.9	-5.6	-0.6	-6.8	-5.6	-1.1
CCOc1ccc(S(=O)(=O)N2CCc3ccccc3C2)cc1	6.2	9.0	-3.2	-1.8	-13.2	0.2	-7.2	0.8	0.8
O=C(Cc1ccccc1)NCC1COc2ccccc2O1 (stereo unspecified)	15.4	-9.0	1.3	12.3	7.0	-0.3	-11.3	-2.2	0.1
COC(=O)[C@@]12C[C@@H](CC(=O)NCc3ccc(OC)c(OC)c3)C(=O)N(CCc3ccc(OC)c(OC)c3)C1=CCC(C)(C)C2	.	-1.5	6.2	4.1	-6.0	.	.	-13.2	15.0
CN(c1ccccc1)S(=O)(=O)c1cc(C(=O)Nc2nc3ccccc3[nH]2)ccc1Cl	15.8	14.2	3.0	-10.4	-16.9	9.7	3.8	0.0	10.9
Cc1cccc(OC(C)C(=O)Nc2nc(-c3cccnc3)cs2)c1 (stereo unspecified)	15.5	-1.5	2.5	-7.2	-7.2	4.9	-5.8	-4.6	10.9
C=CCNc1nc(C2(C)CC3(CC(C)(C)OC3=O)C(=O)O2)cs1 (stereo unspecified)	-4.2	3.2	3.6	-0.3	-4.1	1.0	9.1	9.9	3.1
CC(C)Oc1ccc(S(=O)(=O)N2CCCCC2)cc1NC(=O)CN1C(=O)NC2(CCCC2)C1=O	15.6	-3.9	-2.3	4.2	10.3	1.0	-12.1	-7.8	0.5
CC/S(=N\S(=O)(=O)c1ccc(C)cc1)c1ccccc1 (stereo unspecified)	-18.2	4.0	-1.8	7.6	2.8	0.0	7.6	-11.0	0.7
CC(Nc1nc(-c2ccc(F)cc2)cs1)c1nc2cc(Cl)c(N3CCCCC3)cc2n1CCOCCO (stereo unspecified)	12.9	10.9	3.4	5.0	-5.2	0.2	-10.4	1.7	2.3
CSc1nc(N)c2c3c(sc2n1)COC(C(C)C)C3 (stereo unspecified)	7.2	-5.1	-4.0	6.6	2.6	0.4	-3.5	0.4	0.3
CCOC(=O)c1cc(C(=O)NCc2ccc(Cl)cc2Cl)nn1C	-2.9	-3.8	-0.7	-0.8	-0.3	-0.7	17.3	-3.5	-0.3
O=C(Nc1cccc(C(F)(F)F)c1)C1Cc2c(-c3cccc(F)c3)ccnc2O1 (stereo unspecified)	-9.6	9.5	0.2	-1.6	-5.3	1.6	-1.1	1.9	4.6
O=C(CNC(=S)N(Cc1ccccc1F)C1CCCCC1)NCCCN1CCOCC1	1.2	6.9	-5.6	-5.2	1.4	-0.3	-5.3	-4.7	0.4
COc1cc2c3c(c1)/C(=C1/SC(=S)NC1=O)C(=O)N3C(C)(C)C=C2C	18.3	4.6	-1.9	-0.2	1.8	0.5	1.1	9.7	0.9
CO/N=C/CC(=O)c1ccc(-c2ccccc2)cc1	20.7	-7.1	-1.2	-1.4	8.2	-0.2	-0.2	8.5	0.3
CCOc1cccc(OCCCCN2CCCCC2)c1	3.1	5.5	-8.2	-27.7	-10.1	0.4	-8.4	57.3*	0.5
Cc1cccc(CCNS(=O)(=O)c2ccc(S(=O)(=O)N3CCC(C)CC3)cc2)c1	3.1	-1.4	0.4	2.7	-5.4	-0.2	-30.4	-6.9	-0.5
CC(NC(=O)C(C)N1CCN(Cc2ccccc2)CC1)c1ccc(F)cc1 (stereo unspecified)	-4.7	0.1	-3.2	-4.6	1.1	0.1	0.2	-1.1	22.1
CN(C)S(=O)(=O)Oc1cccc(C(=O)Nc2ccccc2Cl)c1	0.1	-2.3	-2.2	7.6	-0.6	0.2	8.7	-0.5	1.7

# The listing continues:
Structure	CHO-K1 Ca PAM	CHRM5 antagonist	CHRM5 agonist	CHRM4 PAM	M5 PAM	M1 ag parental	CHO-K1 Ca antag	CHRM4 antagonist	M4 ag
CCCCn1c(N)c(N(Cc2ccccc2OC)C(=O)CSCC(=O)Nc2cccc(C)c2)c(=O)[nH]c1=O	20.0	-1.1	-2.7	0.5	3.0	6.5	2.0	-5.8	0.2
CCC(Cc1ccccc1)NC(=O)C1CCN(S(=O)(=O)c2ccc3c(c2)CC(C)N3C(C)=O)CC1 (stereo unspecified)	15.9	-4.5	-0.3	-4.0	-5.2	0.5	-4.3	-9.0	3.2
COC(=O)[C@]1(C)CCC[C@@]2(C)C3CC[C@@]4(C)C[C@]3(CCC21)CC(=O)N4C (stereo partly specified)	-9.6	9.9	3.8	11.6	-1.3	0.7	0.9	9.0	4.6
COCCn1c(C)cc(C(=O)COC(=O)c2[nH]c(C)c(C(C)=O)c2C)c1C	2.2	2.7	5.9	-1.9	1.3	1.6	-0.1	-7.7	2.9
Cc1cc(C)n(C(=O)c2ccc(Cn3nc(C)c(Br)c3C)o2)n1	26.9	-8.2	-1.8	0.2	4.2	1.2	-10.2	-1.1	-0.2
Nc1ccc2nc(SCC(=O)Nc3ccc(N4CCOCC4)c(Cl)c3)sc2c1	5.3	27.4*	4.8	-11.3	-20.9	13.2	6.7	6.1	13.7
CN(C)CCNc1ncnc2c1ncn2[C@H]1CN(Cc2ccco2)C[C@@H](CO)O1	-0.5	3.5	0.7	3.2	0.5	0.7	-8.9	1.8	0.5
COc1ccc(C(=O)Nc2cnn(Cc3ccc(Cl)cc3)c2)cc1OC	-6.3	6.7	-2.7	0.5	-6.5	-0.3	5.0	7.1	1.9
O=C(O)c1cc(O)ccc1-c1ccc(O)cc1	2.4	-1.5	-5.2	0.8	-2.8	-0.1	5.2	-5.9	-0.2
COc1ccc(CN2C(=O)C(C)=C(C)C2OC)cc1 (stereo unspecified)	25.1	3.5	-9.1	0.7	2.4	1.2	-12.6	-12.8	-0.1
CCCCCCCN=CC1=C(O)CC(c2ccccc2)CC1=O (stereo unspecified)	8.1	-4.6	-2.8	16.4	5.5	0.0	-12.2	-16.9	0.9
COCCN1CC(=O)N2C(c3cccc(OC)c3)c3[nH]c4ccccc4c3C[C@H]2C1=O (stereo partly specified)	1.6	2.6	1.6	-4.9	-1.2	2.1	-12.2	-3.9	7.2
COC(=O)c1ccccc1S(=O)(=O)N(Cc1cc2ccc(OC)cc2[nH]c1=O)CC1CCCO1 (stereo unspecified)	9.5	4.0	0.1	-2.3	2.4	0.9	-4.6	2.5	1.2
Cc1ccccc1N=C1NC(=O)C(CO)(CO)S1	8.1	3.1	1.2	-2.4	11.6	-0.4	-5.3	0.0	-0.5
Nc1c(/C=C2/C=CC(=O)C(O)=C2)c(=O)nc2sc(CC(=O)N3CCCCC3)nn12	1.5	3.1	1.6	-0.4	-4.5	0.7	-3.9	-0.3	1.4
CCOC(=O)c1ccc(NC(=O)c2ccccc2C)cc1	36.6	-6.7	-1.3	9.8	12.2	1.9	-21.2	-1.5	4.6
CC(=O)Nc1cccc(NC(=O)CCNC(=O)c2ccccc2)c1	-1.6	-8.1	-0.2	1.4	0.7	-0.2	-10.5	-5.7	0.8
CCSc1nnc(NC(=O)c2c(C)noc2C)s1	8.3	3.2	-2.5	12.7	-4.3	-0.1	14.5	-3.8	0.9
Cc1ccc(S(=O)(=O)N2CCN(C)CC2c2ccccc2)cc1 (stereo unspecified)	0.4	4.0	3.7	0.0	-3.2	0.9	-7.3	2.1	-1.0
CN1C(=O)NC(c2ccc(C(F)(F)F)cc2)C2=C1CC(C)(C)CC2=O (stereo unspecified)	-12.2	-0.2	-0.5	-3.1	-6.3	-0.1	3.9	0.4	1.6

# The list goes on:
Structure	CHO-K1 Ca PAM	CHRM5 antagonist	CHRM5 agonist	CHRM4 PAM	M5 PAM	M1 ag parental	CHO-K1 Ca antag	CHRM4 antagonist	M4 ag
N#Cc1ccccc1NC(=O)COC(=O)/C=C/c1cn(-c2ccccc2)nc1-c1ccc(Cl)cc1	7.3	-6.8	1.7	7.5	6.3	-0.5	-9.2	-10.1	1.3
CCC(=O)N(C)CCc1cc2c(c(OC)c1/C=N/NC(=O)c1ccccc1O)OCO2	6.1	3.7	-0.7	2.5	-2.8	0.0	-3.8	-4.7	0.6
COc1ccc(CN2CCCC(N3CCN(c4ccc(OC)cc4)CC3)C2)cc1 (stereo unspecified)	-4.8	10.3	-10.8	-2.4	0.7	-0.5	13.7	-8.6	0.6
COc1ccc2c(c1)-c1nc(/N=C/c3ccccc3O)sc1CC2	0.6	-1.9	-4.1	8.8	8.1	-0.5	7.8	-5.8	0.8
CSc1ccc(/C=C/C(=O)OCC(=O)c2ccc[nH]2)cc1	-5.5	9.8	4.2	0.0	-2.5	2.2	-1.8	4.5	3.4
S=C(NCCCc1ccccc1)NC1CCCCC1	-7.4	-3.4	2.9	-4.9	3.6	3.5	-7.0	3.4	6.6
CN(Cc1ccccc1)c1ncc(C=O)s1	-1.2	4.1	1.0	-1.2	-1.1	4.3	-10.8	10.7	0.5
Cc1cc(C)nc(Nc2ccc(N3CCOCC3)cc2)n1	3.2	-6.3	0.2	13.7	-2.8	-0.3	-5.7	-9.6	1.0
COc1cc(/C=C/C(=O)O)cc(S(=O)(=O)Nc2ccc(S(=O)(=O)N3CCCCC3)cc2)c1OC	-4.0	2.4	-0.3	2.6	-1.1	0.0	8.9	-10.0	0.3
CC1/C(=N/O)C(CN(C)C)C2CC1C2(C)C (stereo unspecified)	16.3	4.0	-10.6	4.6	-3.4	0.5	-11.7	-4.6	1.3

# In another format: entries from further up.
# Each structure is followed by: CHO-K1 Ca PAM	CHRM5 antagonist	CHRM5 agonist	CHRM4 PAM	M5 PAM	M1 ag parental	CHO-K1 Ca antag	CHRM4 antagonist	M4 ag
CN(Cc1ccccc1)c1ncc(C=O)s1
    -1.2	4.1	1.0	-1.2	-1.1	4.3	-10.8	10.7	0.5
Cc1cc(C)nc(Nc2ccc(N3CCOCC3)cc2)n1
    3.2	-6.3	0.2	13.7	-2.8	-0.3	-5.7	-9.6	1.0

# Only M4 ag, M1 ag parental and CHO-K1 Ca antag, for 6 of the compounds above:
compound	M4 ag	M1 ag parental	CHO-K1 Ca antag
CCC(=O)N(C)CCc1cc2c(c(OC)c1/C=N/NC(=O)c1ccccc1O)OCO2	0.6	0.0	-3.8
COc1ccc(CN2CCCC(N3CCN(c4ccc(OC)cc4)CC3)C2)cc1 (stereo unspecified)	0.6	-0.5	13.7
COc1ccc2c(c1)-c1nc(/N=C/c3ccccc3O)sc1CC2	0.8	-0.5	7.8
CSc1ccc(/C=C/C(=O)OCC(=O)c2ccc[nH]2)cc1	3.4	2.2	-1.8
S=C(NCCCc1ccccc1)NC1CCCCC1	6.6	3.5	-7.0
CN(Cc1ccccc1)c1ncc(C=O)s1	0.5	4.3	-10.8

# Bioassay records from PubChem.
